Screening results deposited in PubChem by Sanford-Burnham Center for Chemical Genomics.
SUMO1 PPI mod = SUMO1-SIM interaction modulation | P63165 | SUMO1 binding to a labelled peptide, TR-FRET, 1 h | inhibition, % at 20 µM | 360,000 tested, 0.33% active | AID 602429; in the data active = inhibition above about 37%
Target sequence (P63165 whole entry, looked up): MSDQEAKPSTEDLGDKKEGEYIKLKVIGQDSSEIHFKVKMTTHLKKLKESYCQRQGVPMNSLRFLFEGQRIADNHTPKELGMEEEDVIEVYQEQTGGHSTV
SKN-1 inh = C. elegans SKN-1 inhibition. 360,000 tested, 0.49% active. AID 624304. inhibition, % at 21.8 µM. C. elegans VP596 Pgst-4::GFP/RFP ratio, acrylamide-induced, 24 h;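 active = interference check ratio from 0.5 to 1.5 plus GFP to RFP signal ratio inhibition reaching or exceeding a fixed threshold, cut at about 30% in these data, passing the limit was not always enough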; also: some compounds called inactive have numbers as strong as hits
LMPTP block = LMPTP (human) inhibition; P24666; recombinant LMPTP-A, OMFP fluorogenic substrate, fluorescence intensity; inhibition, % at 20 µM; 360,000 tested, 0.22% active; AID 651560;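 active = compounds that cut the enzyme signal by at least half of the control window in the single-dose screen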;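 also: plate controls were DMSO wells with enzyme plus substrate for no effect and substrate without enzyme for full effect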
Target sequence (P24666 whole entry, looked up): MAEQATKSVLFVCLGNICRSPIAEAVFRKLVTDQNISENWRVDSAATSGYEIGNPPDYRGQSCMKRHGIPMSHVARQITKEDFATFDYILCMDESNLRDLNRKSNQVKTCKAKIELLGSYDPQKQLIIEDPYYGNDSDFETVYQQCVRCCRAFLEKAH
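Test system: LMPTP-A phosphatase enzyme; input: 0.625 nM LMPTP-A final; reagent: OMFP substrate, 400 µM final; compound dosing: 20 µM single dose, 3% DMSO; incubation: 50 min dark incubation at room temperature; measured by: endpoint fluorescence intensity from OMFP dephosphorylation; measure: % inhibition relative to no-enzyme and uninhibited control wells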
CendR NRP1 mod = NRP-1/CendR interaction modulation. 360,000 tested, 0.85% active. FAM-RPARPAR peptide binding to NRP-1, fluorescence polarization. AID 602438. inhibition, % at 25 µM. O14786;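 active = inhibition or corrected inhibition above about 18%, plus a signal ratio from 0.5 to 1.5, limit read from the data, passing the limit was not always enough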; also: strong numbers were not always called active
Rpn11 inh = Rpn11 (human) deubiquitinase inhibition; O00487; human 26S proteasome, Ub4-pepOG fluorescence polarization; 20S core pre-blocked with epoxomicin; calls only at 20 µM; 360,000 tested, 0.59% active;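 active = inhibition at 20 µM, scaled to each plate's controls, above about 33%, limit read from the data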
Target sequence (O00487 whole entry, looked up): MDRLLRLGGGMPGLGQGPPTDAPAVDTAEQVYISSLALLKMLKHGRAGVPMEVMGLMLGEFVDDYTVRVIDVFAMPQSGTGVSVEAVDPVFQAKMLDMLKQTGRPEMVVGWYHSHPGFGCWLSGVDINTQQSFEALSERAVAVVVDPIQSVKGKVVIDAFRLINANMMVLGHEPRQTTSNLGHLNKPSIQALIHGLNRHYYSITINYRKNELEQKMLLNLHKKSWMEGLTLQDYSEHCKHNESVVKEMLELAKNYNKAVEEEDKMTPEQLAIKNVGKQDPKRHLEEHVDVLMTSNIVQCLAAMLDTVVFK
MT1-MMP act inh = inhibitors of human MT1-MMP activation; P50281; 360,000 tested, 0.061% active; HT1080 RFP-PRO-GFP cells, GFP/RFP ratio fluorescence, overnight; percent of plate control window, DMSO zero; GFP/RFP ratio change, % at 20 µM; AID 651647;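 active = GFP/RFP ratio change of at least 30% with cell ATP level not reduced by more than half and red fluorescence within 50% of control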; also: strong numbers were not always called active
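Material: RFP-PRO-GFP reporter HT1080 cells. Dosing: single-point 20 µM compound, 1% DMSO. Controls: DMSO and RFP-L50D-GFP cell wells. Timing: cells overnight before dosing, compound overnight, 37 °C, 5% CO2. Measure: GFP/RFP fluorescence ratio.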
Scp1 inh = inhibitors of human Scp-1 phosphatase. 340,000 tested, 0.88% active. Q9GZU7. Recombinant Scp1, phosphopeptide, malachite green phosphate absorbance. inhibition, % at 20 µM;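 active = inhibition above about 50% at 20 µM, limit read from the data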;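 also: plate controls were DMSO wells with enzyme for no effect and wells lacking enzyme for full effect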
Target sequence (Q9GZU7 76-261 limits assumed): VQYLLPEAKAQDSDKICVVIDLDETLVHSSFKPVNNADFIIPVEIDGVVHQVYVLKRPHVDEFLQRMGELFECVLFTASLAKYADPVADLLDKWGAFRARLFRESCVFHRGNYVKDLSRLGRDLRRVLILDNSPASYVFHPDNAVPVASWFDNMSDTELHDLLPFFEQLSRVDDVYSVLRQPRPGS
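assay system = SCP-1 phosphatase catalytic domain, residues 76-261 | buffer or medium = 50 mM Tris acetate pH 5.5, 0.005% Tween-20, 10 mM MgCl2 | incubation = enzyme reaction 45 min at room temperature, colour 5 min, stabilisation 30 min | signal = Phosphate-binding colour reagent, absorbance read at 630 nm | measure = % inhibition at 20 µM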
NadD inh = inhibitors of Staphylococcus aureus NadD; purified NadD enzyme, colorimetric absorbance read-out; 360,000 tested, 0.78% active; inhibition, % at 20 µM; in the data active = inhibition above about 26%; also: some compounds past the cut are filed as inactive
DNMT1 inh = blocks human DNA methyltransferase DNMT1; P26358; DNMT1 molecular beacon, Hinp1I cleavage, fluorescence; inhibition (reported as % activation of signal), % at 10 µM; 360,000 tested, 0.83% active; in the data active = inhibition above about 50%
STEP block = blocks human striatal-enriched tyrosine phosphatase | 360,000 tested, 0.25% active | P54829 | recombinant STEP, OMFP fluorogenic substrate, fluorescence | inhibition, % at 20 µM | AID 588621;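 active = inhibition at 20 µM, scaled per plate between control wells, above about 37%, limit read from the data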;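 also: 0% = DMSO with enzyme and substrate and 100% = substrate only without enzyme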
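System: isolated STEP enzyme; schedule: 20 min enzyme reaction at room temperature, protected from light; medium: Bis-Tris buffer pH 6.0, 2.5 mM DTT, 0.005% Tween 20; signal: fluorescence, 480/540 nm; dosing: single compound dose of 20 µM, 1% DMSO final; also added: OMFP substrate, 25 µM final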
* hit, by the source's call; i = inactive; x = not tested or not shown.

structure,DNMT1 inh,SUMO1 PPI mod,Scp1 inh,CendR NRP1 mod,SKN-1 inh,LMPTP block,NadD inh,MT1-MMP act inh,STEP block,Rpn11 inh
COCCN1C(=O)c2ccccc2C1c1nnnn1-c1ccc2c(c1)OCCO2 (stereo not given),x,7,x,4,2,-0.8,-4,4,x,x
CC(=O)Nc1ccc(S(=O)(=O)NN=c2sc3ccccc3n2C)cc1N,14,22,x,11,-2,4.9,-2,5,12,i
COc1ccc2c(c1)N(C)/C(=C/c1cccc[n+]1C)S2,11,-36,11,-16,2,0.6,11,-86,-1,i
COc1cc(/C=N/NC(=O)c2ccoc2C)ccc1OCCN1CCCCC1,-2,-37,4,0,-4,4.6,-9,6,-1,i
CC(C)Oc1ccc(C(=O)NC(=S)Nc2ccc(Cl)c(C(=O)O)c2)cc1,0,1,-14,-4,-15,-1.6,-9,1,3,i
CCN1CCN(CCCNC(=O)CCc2nc(-c3ccc(OC)cc3)no2)CC1,-3,-4,-6,4,-9,-0.8,-1,1,0,i
CCOC(=O)N1CCC(NC(=O)CCC(=O)N2CC(C)Oc3ccc(C)cc32)CC1 (stereo not given),-1,-4,-2,9,0,-0.5,-1,-3,3,i
CC(C)(CO)Nc1ccc([N+](=O)[O-])cc1[N+](=O)[O-],2,-24,-3,14,17,0.6,3,5,4,i
NC(=S)C1COc2ccccc2O1 (stereo not given),4,1,2,4,-4,-0.1,-1,0,4,i
CC(=O)Nc1cccc(C(=O)OCC(=O)c2ccc3c(c2)OCO3)c1,-6,1,0,3,5,0.2,-7,10,-2,i
CCCOc1ccc(Cc2nn3c(=O)/c(=C/c4ccco4)sc3nc2=O)cc1,86*,8,31,-27,11,5.8,4,4,6,i
CS(=O)(=O)Nc1ccc(C(=O)Nc2ccccc2Cl)cc1,1,-1,3,7,-12,2.8,-6,0,0,i
O=C(COC(=O)CCc1c[nH]c2ccccc12)NC1CCS(=O)(=O)C1 (stereo not given),0,-2,0,-4,29,-1.8,-1,5,3,i
COc1ccc(CN(C(=O)c2snc(C(N)=O)c2N)C(C(=O)NC2CCCC2)c2ccc(OC)c(OC)c2)cc1 (stereo not given),-1,-17,-4,-3,7,2.1,-1,-4,3,i
CCN(CC)C(=O)c1cncc(C(=O)N(CC)CC)c1-c1ccccc1,0,1,-2,0,20,-0.9,-1,-2,-1,i
Cc1ccc(Nc2nnc(SCC(=O)c3ccc(Br)s3)s2)c(C)c1,-13,-2,-3,-4,8,2.8,10,-1,1,i
Cc1nc2c(-c3ccc(Cl)cc3)cnn2c2c1CCC2,-3,1,-9,2,17,1.5,-5,-3,0,i
Cc1ccc(S(=O)(=O)N(C)C)cc1NC(=O)c1n[nH]c(=O)c2ccccc12,0,-3,-2,2,-5,-1.7,-10,3,0,i
Cc1ccc(Cl)cc1NC(=O)Cn1cccc1,1,0,-6,-6,15,-1.4,13,2,-1,i
CC(C)(C)C(=O)Nc1cc(C(F)(F)F)ccc1N1CCOCC1,24,0,0,-6,-16,0.5,4,1,0,i

3 structures out of the list, arranged by heavy-atom count, high to low.
structure,DNMT1 inh,SUMO1 PPI mod,Scp1 inh,CendR NRP1 mod,SKN-1 inh,LMPTP block,NadD inh,MT1-MMP act inh,STEP block,Rpn11 inh
Cc1ccc(Nc2nnc(SCC(=O)c3ccc(Br)s3)s2)c(C)c1,-13,-2,-3,-4,8,2.8,10,-1,1,i
Cc1nc2c(-c3ccc(Cl)cc3)cnn2c2c1CCC2,-3,1,-9,2,17,1.5,-5,-3,0,i
Cc1ccc(Cl)cc1NC(=O)Cn1cccc1,1,0,-6,-6,15,-1.4,13,2,-1,i

Next section.
structure,DNMT1 inh,SUMO1 PPI mod,Scp1 inh,CendR NRP1 mod,SKN-1 inh,LMPTP block,NadD inh,MT1-MMP act inh,STEP block,Rpn11 inh
N#Cc1cccc(S(=O)(=O)NCC(=O)OCC(=O)NCc2ccccc2)c1,0,0,-2,5,-1,-1.3,-1,-1,-2,i
COc1ccc(S(=O)(=O)NCCN2CCNC2=O)cc1OC,5,-5,-7,-13,-3,1.3,5,2,-2,i
CCOC(=O)c1c(-c2ccccc2Cl)csc1NC(=O)c1cc(S(=O)(=O)N2CCOCC2)ccc1C,-21,-7,-7,-15,12,2.4,16,-7,2,i
O=C(c1ccc(Cl)cc1)N1CCN(S(=O)(=O)/C=C/c2ccccc2)CC1,1,-2,7,-8,7,3.1,2,-4,5,i
COc1ccccc1C(=O)N/N=C(\C)c1cccnc1,0,-8,-7,-1,9,-1.9,0,-1,-2,i
COc1ccc(CCNC(=O)COC(=O)c2ccccn2)cc1,-3,3,1,-14,18,-1.2,0,3,-4,i
NC(=O)Cc1ccc2c(c1)[nH]c1ccccc12,-8,-4,-4,-13,-17,-1.2,-8,0,0,i
COc1ccc(N2CCN(CCNC(=O)Nc3ccc(C)cc3Cl)CC2)cc1,-3,1,-7,-7,-14,-1.8,-9,1,0,i
CS/C(=N\N(C)C(N)=O)c1ccccc1,3,6,-10,5,8,-2.8,4,6,-2,i
CC1(NC(=O)CC(c2ccccc2)(c2ccccc2)c2ccccc2)CCN(Cc2ccc(-c3ccccc3)cc2)C1=O (stereo not given),-7,4,-11,0,9,6.0,9,-12,-1,i
COC(=O)c1ccc(S(=O)(=O)N2CCc3ccccc3C2)cc1,-2,7,-6,-11,-12,-1.6,2,10,-1,i
CCC1(OC(=O)CN(C)C)C(=O)OCc2c1cc1n(c2=O)Cc2cc3c(N)cccc3nc2-1 (stereo not given),-38,-6,0,6,6,18,7,2,-1,i
CCc1noc(C)c1C(=O)Nc1ccc(S(=O)(=O)N2CCC(C)CC2)cc1,-4,5,-10,1,2,0.6,-3,1,1,i
CCOC(=O)N1CCN(C(=O)C2CC(c3ccc(F)cc3)=NO2)CC1 (stereo not given),-1,5,0,7,-11,-1.2,6,0,0,i
COc1ccc(CCNC(=O)C2CCN(S(=O)(=O)c3ccc(Cl)cc3)CC2)cc1OC,-2,1,46,0,5,-0.1,-1,1,1,i
Cc1ccc(S(=O)(=O)Cn2nnnc2C(c2ccccc2)N2CCN(c3ccccc3)CC2)cc1 (stereo not given),1,4,-2,-4,11,2.5,22,-20,7,i
COc1ccc(CC(=O)Nc2cccc(-c3ccc4nnc(C)n4n3)c2)cc1,-6,-25,-10,6,1,-0.2,1,8,2,i
Cc1ccc(-c2cc(C(=O)O)c3sc(N4CCCCC4)nc3n2)cc1,4,-3,0,-7,10,-1.1,-1,3,-2,i
Cc1nn(-c2nc(-c3ccco3)cc(C(F)(F)F)n2)c(C)c1Cl,1,6,-5,-2,-12,1.0,3,-1,-2,i
CC(=O)c1c(C)[nH]c(C(=O)OCC(=O)Nc2ccc3c(c2)OCCO3)c1C,-1,4,-7,7,9,-0.5,-2,2,1,i
CCOCC(=O)OCC(=O)Nc1cc(OC)c([N+](=O)[O-])cc1C,3,-15,10,-7,-5,-0.4,-1,1,1,i
CC(C)(C)[C@H]1COC(=O)CCCC/C=C\C[C@H](CC(=O)N(CCO)Cc2ccccc2)C(=O)N1,4,14,-14,-4,17,-0.2,-4,-2,0,i
CC(CCN1CCC(CN2C(=O)C(=O)NC[C@@H]2Cc2ccccc2)CC1)c1ccccc1 (stereo not given in full),3,6,36,2,-13,-1.5,5,5,0,i
O=S(=O)(Nc1cccc(S(=O)(=O)N2CCCCCC2)c1)c1ccc(F)cc1F,4,35,-15,5,-7,0.9,-1,5,-1,i
O=C(O)CC(NC(=O)C1c2ccccc2Oc2ccccc21)c1ccc(Cl)cc1 (stereo not given),2,5,-4,6,16,0.5,0,1,-3,i
O=C(OCC(=O)N1CCCC1)c1cc2c(cc1[N+](=O)[O-])OCCO2,1,-31,-10,-1,19,-1.6,3,0,-2,i
COc1ccccc1NC(=O)C(C)Nc1ccc(C)c(Cl)c1 (stereo not given),-2,-2,-3,2,-2,-0.5,-4,0,1,i
COCCNc1nc2ccccc2nc1NS(=O)(=O)c1ccc(C)cc1C,1,-1,-10,8,1,-0.9,0,-4,5,i
CCOC(=O)N1CCN(C(=O)CN(Cc2ccc(Cl)cc2)S(C)(=O)=O)CC1,-1,-1,-7,6,-12,-2.1,-7,1,3,i
CCn1c(SCC(=O)Nc2ccccc2C(=O)OC)nnc1-c1cccc(C)c1,0,2,-5,-1,5,-0.3,-1,2,0,i
COc1ccc(N(C)S(=O)(=O)c2cccc(C(=O)OCC(=O)c3c(N)n(C)c(=O)n(C)c3=O)c2)cc1,-3,3,-13,7,24,3.7,-3,-11,0,i
Cc1ccc(S(=O)(=O)Cn2nnnc2CN2CCN(Cc3ccc4c(c3)OCO4)CC2)cc1,1,3,0,-20,8,0.5,-6,-2,1,i
CC(C)c1nnc(NC(=O)CCC(=O)N2CCN(C3c4ccccc4-c4ccccc43)CC2)s1,-10,-1,3,-11,-4,1.1,0,2,-2,i
C=CCNC(=O)COc1cc(C)cc(C)c1C,-3,0,5,-10,3,-1.4,-4,-1,-3,i

Compounds were not picked by outcome; any-hit rate near 3.9%.
